# Fh CTSL1 inh: Fasciola hepatica cathepsin L1 inhibitors, primary screen, counter-screen for PFM18AAP inhibitor project, biochemical, QFRET, fluorogenic peptide substrate. inhibition, % at 5.96 µM. 300,000 compounds, 0.49% hits. recombinant F. hepatica cathepsin L1, Z-Leu-Arg-MCA fluorescence;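 active = inhibition above the mean of all tested compounds plus 3 SD, set per screening campaign, cut at about 17% in these data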;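 note: 0% = plate median of test compound wells and 100% = 1 µM Z-Phe-Ala-diazomethylketone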
# Efflux pump mplx: inhibitors of Candida efflux pumps in yeast, primary screen, S. cerevisiae, Nile Red, multiplex. S. cerevisiae Candida pump triplex. inhibition, % at 10 µM. 330,000 compounds, 0.44% hits. AID 485275, 2010;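 active = plate passing quality check with inhibition over a set limit, or well fluorescence over plate mean plus 4 SD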;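 note: Nile Red retained in pooled yeast measured as flow cytometry median fluorescence; 0% = buffer negative control and 100% = Enniatin B positive control; higher means more Nile Red kept so more efflux inhibition; some compounds called inactive have numbers as strong as hits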
# core dimer inh: inhibitors of HCV core protein dimerization, primary screen, biochemical, TR-FRET, high-throughput | TR-FRET GST/Flag-core106 dimerization, 1536-well | inhibition, % at 5 µM | 300,000 compounds, 0.33% hits | AID 1899, 2009;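 active = inhibition above the mean of all tested compounds plus 3 SD, set per screening campaign, cut at about 45% in these data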
#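 Assay system – GST-tagged and Flag-tagged HCV core protein residues 1-106 · Quantity – core106 proteins, GST 13.5 nM and Flag 17 nM · Benchmarks – unlabelled core106 and no-GST-core106 wells · Read-out basis – percent inhibition of core106 dimerization signal · Detection – time-resolved FRET, ex 340 nm, em 617 and 671 nm · Schedule – 4 h at 22.5 °C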
# PP5 primary: PP5 phosphatase inhibitors, primary screen, biochemical, fluorescence; Serine/threonine-protein phosphatase 5 (Homo sapiens), P53041; 320,000 compounds, 0.18% hits; inhibition, % at 6.7 µM; AID 1987, 2009; purified PP5c, OMFP substrate fluorescence;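 active = inhibition above the campaign's mean inhibition across all tested compounds plus 3 SD, cut at about 9.5% in these data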;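 note: 0% = DMSO only and 100% = 100 µM cantharidin control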
# PREPL inh: PREPL enzyme inhibitors, primary screen, biochemical, fluorescence polarization | Prolyl endopeptidase-like (Homo sapiens), Q4J6C6 | recombinant PREPL, fluorescence polarization activity-based probe | inhibition, % at 5.96 µM | 320,000 compounds, 0.68% hits; in the data active = inhibition above about 43%;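 note: 0% = enzyme with DMSO and 100% = wells lacking enzyme; many of its hits are not listed in these tables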
# JMJD2C inh: inhibitors of GASC-1 histone demethylase, primary screen, biochemical, fluorescence, DELFIA europium. Lysine-specific demethylase 4C (Homo sapiens), Q9H3R0. GST-JMJD2C(1-420) H3K9me3 demethylation. inhibition, % at 2.35 µM. 330,000 compounds, 0.069% hits. AID 2099, 2009;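 active = more than half of a compound's replicate wells show inhibition beyond 50%, single wells judged on their own value; inconclusive = some, but no more than half, of replicates pass 50% inhibition; inactive = no replicate passes 50% inhibition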;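 note: signal counts dimethyl H3K9 product captured on neutravidin plate; 0% = median of DMSO wells and 100% = 0.3 times that DMSO median; strong numbers were not always called active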
# Target sequence (Q9H3R0 1-420 limits assumed): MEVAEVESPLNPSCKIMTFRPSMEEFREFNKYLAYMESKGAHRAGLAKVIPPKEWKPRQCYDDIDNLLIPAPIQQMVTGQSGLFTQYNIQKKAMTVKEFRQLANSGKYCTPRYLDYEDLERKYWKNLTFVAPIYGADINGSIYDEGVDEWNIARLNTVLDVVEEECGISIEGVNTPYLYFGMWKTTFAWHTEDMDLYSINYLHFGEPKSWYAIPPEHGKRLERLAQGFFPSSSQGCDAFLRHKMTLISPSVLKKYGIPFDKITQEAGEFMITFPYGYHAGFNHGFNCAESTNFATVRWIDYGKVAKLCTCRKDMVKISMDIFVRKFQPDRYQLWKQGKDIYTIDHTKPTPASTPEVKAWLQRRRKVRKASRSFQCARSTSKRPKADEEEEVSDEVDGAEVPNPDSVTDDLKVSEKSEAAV
# PP1 counter: PP1-alpha phosphatase inhibitors, primary screen, counter-screen for PP5 inhibitor project, biochemical, fluorescence, OMFP substrate, single point; 320,000 compounds, 0.9% hits; inhibition, % at 6.7 µM; AID 2235, 2010; Serine/threonine-protein phosphatase PP1-alpha catalytic subunit (Homo sapiens), P62136; purified PP1alpha;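 active = inhibition above the mean inhibition of all tested compounds plus 3 SD, computed separately for each screening campaign, cut at about 15% in these data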
# Target sequence (P62136 whole entry, looked up): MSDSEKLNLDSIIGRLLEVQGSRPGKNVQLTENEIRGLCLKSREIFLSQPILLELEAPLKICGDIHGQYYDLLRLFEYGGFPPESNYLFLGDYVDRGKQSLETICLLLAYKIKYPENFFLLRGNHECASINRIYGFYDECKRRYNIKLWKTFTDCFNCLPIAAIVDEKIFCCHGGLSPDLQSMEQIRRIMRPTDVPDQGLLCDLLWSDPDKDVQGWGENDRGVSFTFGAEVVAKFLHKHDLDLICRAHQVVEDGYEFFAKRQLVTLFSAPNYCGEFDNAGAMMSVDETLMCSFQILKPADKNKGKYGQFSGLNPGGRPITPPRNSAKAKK
# LYPLA2 inh: LYPLA2 inhibitors, primary screen, counter-screen for PME1 inhibitor project, biochemical, fluorescence polarization, FP-Rh probe ABPP; Acyl-protein thioesterase 2 (Homo sapiens), O95372; recombinant LYPLA2; inhibition, % at 5.9 µM; 320,000 compounds, 0.38% hits; AID 2177, 2009;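 active = inhibition above the screen-wide mean plus 3 SD, limit set per campaign, cut at about 26% in these data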;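 note: 0% = LYPLA2 with DMSO and 100% = wells lacking LYPLA2 enzyme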
# Target sequence (O95372 whole entry, looked up): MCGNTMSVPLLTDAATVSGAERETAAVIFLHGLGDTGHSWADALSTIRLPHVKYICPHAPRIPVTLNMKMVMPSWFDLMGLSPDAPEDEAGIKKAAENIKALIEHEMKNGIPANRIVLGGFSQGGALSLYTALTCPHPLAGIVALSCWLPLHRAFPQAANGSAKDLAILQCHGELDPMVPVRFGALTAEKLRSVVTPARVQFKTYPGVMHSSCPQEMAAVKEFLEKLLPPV
# TPT1 inhibitor: Candida albicans TPT1 enzyme inhibitors, primary screen, biochemical, fluorescence polarization; tRNA 2'-phosphotransferase TPT1 (Candida albicans SC5314); recombinant caTPT1, FP RNA substrate dephosphorylation; inhibition, % at 5 µM; 300,000 compounds, 0.81% hits; AID 1962, 2009;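 active = inhibition above the mean of all tested compounds plus 3 SD, set per screening campaign, cut at about 24% in these data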;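 note: plate controls were DMSO alone for no effect and ferristatin control at 100 nM for full effect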
# Numbers without * were called inactive; ? = inconclusive; . = no result given.
# The first 2 records as a preview:
SMILES,Fh CTSL1 inh,Efflux pump mplx,core dimer inh,PP5 primary,PREPL inh,JMJD2C inh,PP1 counter,LYPLA2 inh,TPT1 inhibitor
CC(=O)C1=C(C)NC(SCC(=O)Nc2nccs2)=C(C#N)C1c1ccccc1Cl (stereo not given),6.4,0.1,-3.2,0.4,2.6,-0.6,-0.3,5.5,0.2
Cc1ccc(C2(C)NC(=O)N(CC(=O)Nc3nc(-c4ccccn4)cs3)C2=O)cc1 (stereo not given),4.8,0.1,0.4,2.0,15.3,?,25.6*,4.6,0.9

# Results, from the start:
SMILES,Fh CTSL1 inh,Efflux pump mplx,core dimer inh,PP5 primary,PREPL inh,JMJD2C inh,PP1 counter,LYPLA2 inh,TPT1 inhibitor
CC(=O)C1=C(C)NC(SCC(=O)Nc2nccs2)=C(C#N)C1c1ccccc1Cl (stereo not given),6.4,0.1,-3.2,0.4,2.6,-0.6,-0.3,5.5,0.2
Cc1ccc(C2(C)NC(=O)N(CC(=O)Nc3nc(-c4ccccn4)cs3)C2=O)cc1 (stereo not given),4.8,0.1,0.4,2.0,15.3,?,25.6*,4.6,0.9
COCOc1cc(O)c(C(=O)/C=C/c2ccccc2)c(OCOC)c1,0.8,-0.2,-0.3,2.4,8.6,4.4,-2.5,7.7,-4.7
Cc1cc(Nc2ccc(Cl)cc2)n2nnnc2n1,2.4,0.0,7.7,3.0,12.9,-7.7,0.6,2.3,1.4
COC(=O)c1ccc(N2NC(=O)/C(=C/c3cc(OC)c(OC)c(OC)c3)C2=O)cc1,3.4,-0.1,8.8,1.6,-4.4,-19.9,4.0,-6.5,0.7
O=C(NC(=S)Nc1nc(-c2cccc([N+](=O)[O-])c2)cs1)c1ccccc1Cl,-3.1,0.0,29.0,0.0,-7.2,3.2,-1.4,-5.9,-7.0
Cc1ccc([N+](=O)[O-])cc1S(=O)(=O)Nc1ccc(-c2ccc(N3CCCC3)nn2)cc1,4.1,0.0,31.8,1.8,1.3,-4.6,6.8,2.0,1.5
CC(C)(C)NC(=S)Nc1ccc(Nc2ccccc2)cc1,1.4,0.0,-3.1,8.4,59.1*,5.5,-3.8,2.6,-0.9
COc1ccc(OC)c(/C=C2\NC(=O)NC2=O)c1,3.2,0.0,-0.5,0.2,-6.1,-14.9,1.4,-3.0,-2.6
O=C(COC(=O)c1cc(-c2ccco2)nc2ccccc12)NCc1ccccc1,-3.5,-0.1,27.1,1.9,0.6,13.0,7.0,-10.3,0.5
Cc1ccc(N/N=C/c2cccnc2)cc1,11.8,-0.1,-16.9,-10.4,16.7,1.6,-7.0,2.7,-4.3
O=C(Nc1ccnn1C1CCN(C(=O)Cc2ccccc2F)CC1)C1CC1,0.1,0.2,-1.1,4.4,-0.5,7.6,0.7,8.0,0.6
O=C(CNS(=O)(=O)c1cccc2nsnc12)NCCc1ccccc1,-0.1,0.1,3.3,3.1,-0.7,-2.2,1.0,-1.8,1.8
Cc1ccc(C2=CC(=O)C[C@H](c3ccc(Cl)cc3)C2)cc1,.,-0.3,.,3.3,-13.0,3.4,-2.5,14.3,.
CCOc1ccc2nc(CN3CCN(Cc4ccccc4OCC)C(CCO)C3)ccc2c1 (stereo not given),-1.3,0.0,0.5,4.1,2.7,-7.0,1.1,-2.8,2.4
Cc1ccc(N(CC(=O)Nc2ccc(F)cc2)S(=O)(=O)N2CCCC2)cc1,-1.2,-0.1,1.8,-1.5,-15.9,3.8,-4.0,-2.7,1.3
O=C(Cn1c(=O)sc2ccccc21)Nc1ccc2c(c1)OCCO2,1.5,0.1,-7.0,2.7,7.6,2.2,-1.8,3.4,3.5
CCn1c(C)nc2cc(N)ccc21,4.5,0.2,-3.6,2.1,18.1,-5.5,1.4,3.2,-2.9
N#CC(C#N)=Cc1c(N2CCN(c3ccccc3)CC2)nc2ccccn2c1=O,-1.2,0.1,13.2,0.5,11.3,1.4,-1.4,4.9,7.1
Cc1cc(=O)[nH]c(/N=C(\N)Nc2ccc(SC(F)F)cc2)n1,-6.2,0.1,-2.7,-0.3,-2.4,10.9,-3.4,9.3,-2.0
Cc1oc(-c2cccs2)nc1CN1CCC(c2ccccc2)CC1,-2.1,0.0,4.6,1.5,13.6,-4.0,6.1,4.5,5.4
O=C(NCc1ccccc1)Nc1cc(Cl)ccc1Cl,-6.8,0.1,-1.2,-0.2,-0.4,-7.8,0.0,-8.9,0.8
CCc1c(C)nc(SCc2ccccn2)[nH]c1=O,-5.4,0.0,8.1,-2.1,-3.6,-4.4,-8.8,-0.6,-1.6
Cc1ccc(NC(=O)c2c3c(nc4ccccc24)CCC3)cc1,3.0,0.3,17.8,0.1,1.9,-22.0,1.9,-6.8,5.5
Cn1c(=O)c2c(SCC(=O)N3CCCCC3)nc(-c3ccccc3F)nc2n(C)c1=O,-4.6,0.1,8.9,3.3,11.9,-25.3,-7.4,-3.0,-0.7
S=C(NCCCn1ccnc1)Nc1cccc(Cl)c1,-1.0,-0.1,-1.5,-0.1,-0.2,15.7,1.1,-2.8,-5.2
O=C(NC1CCCCC1)C(c1ccncc1)N(C(=O)c1csnn1)c1ccccc1F (stereo not given),-3.8,-0.1,-3.4,-0.7,-0.3,-4.8,2.8,2.8,-0.8
Nc1ccc(C(=O)O)cc1[N+](=O)[O-],0.5,0.0,4.4,0.0,-1.1,-14.9,-1.2,0.8,1.2
CCCNC(=O)NC(=O)CSc1nnc(C)n1N,-1.7,0.0,-4.4,3.4,8.4,1.3,-0.5,1.4,0.3
COc1cc2c(cc1OC)CN(C(=O)c1cc3ccccc3oc1=O)CC2,-0.6,0.1,-6.7,0.1,-7.4,8.4,-1.4,0.0,-3.0
CCC(/C=N/NC(=O)C(N)=O)CC,-6.5,0.1,-7.5,3.2,3.5,-31.0,5.6,-1.4,2.0
COc1ccc(OC)c(S(=O)(=O)NCCCN2CCCC2=O)c1,1.0,0.1,-5.9,2.6,1.1,-17.1,5.5,-2.5,2.5
COCCCNC(=O)c1ccc2c(=O)n(C3CCCC3)c(=S)[nH]c2c1,3.6,0.0,-2.5,2.6,4.4,-7.2,-1.0,4.5,0.5
COc1ccc(CCN2C(=O)C3CC=C(C)CC3C2=O)cc1OC (stereo not given),2.9,-0.1,-0.9,-0.8,24.9,10.4,0.3,9.4,-6.0
Cc1nc(NC(=O)COC(=O)C(C)NC(=O)c2ccccc2)c(Cl)cc1Cl (stereo not given),.,0.1,.,1.9,6.8,.,-2.8,6.3,.
CC(=O)C[C@H]1c2cc(C(F)(F)F)ccc2S(=O)(=O)N1c1ccc(N(C)C)cc1,-0.8,-0.1,12.4,0.9,13.8,18.2,-3.0,-9.2,0.9
CC(=O)c1ccc(NC(=O)Cn2nc(C)c([N+](=O)[O-])c2C)cc1,1.8,0.0,-0.5,2.9,4.6,0.2,-1.9,2.5,2.2
COc1ccc(C(=O)CC(=O)C(=O)Nc2cccc(F)c2)cc1,3.0,0.5,4.7,4.2,-3.7,-3.5,3.4,13.3,-2.4
Cc1cc(NC(=O)COc2coc(CN3CCN(c4ccccc4F)CC3)cc2=O)no1,1.4,0.0,2.8,-1.5,0.8,0.5,-7.7,2.6,-0.5
CN1C(=O)NC(c2ccccc2[N+](=O)[O-])C2=C1CCCC2=O (stereo not given),5.7,0.2,-19.2,2.3,77.0*,-5.6,-2.2,94.1*,-119.3
CCCCN(C(=O)C1CC(=O)N(Cc2ccc(C)cc2)C1)c1c(N)n(CC(C)C)c(=O)[nH]c1=O (stereo not given),2.1,0.1,-7.6,-4.3,6.4,-6.7,-3.1,-0.2,0.0
Cc1cccc(NC(=S)N2CCCCC2c2cccnc2)c1C (stereo not given),-4.7,0.1,-3.6,2.0,1.7,11.2,-3.0,-1.8,-4.3
CCOC(=O)N1CCN(S(=O)(=O)c2ccc(C(=O)Nc3sc4c(c3C(=O)OC)CCN(C)C4)cc2)CC1,1.3,-0.7,6.0,4.3,-1.5,-8.7,6.9,1.9,-1.6
CC1CC(C)CN(C(=O)COC(=O)c2ccc3ccccc3n2)C1 (stereo not given),.,0.6,.,2.8,6.6,-26.2,-0.1,2.4,.
Cc1cc(Cl)ccc1NC(=O)CCN1C(=O)NC(C)(C)C1=O,.,-0.1,.,-0.5,2.1,4.7,2.4,3.9,.
O=C(NCCN1CCCCC1)/C(=C/c1ccco1)NC(=O)c1ccccc1,3.1,0.0,-6.9,2.7,9.8,-26.6,0.9,6.4,-3.5
Cc1ccc(NC(=O)COCC(=O)Nc2ccc(F)cc2)cc1,3.1,-0.1,1.6,-1.8,-8.7,-5.3,-3.0,-4.5,-0.6
CNC(=O)NC(=O)COC(=O)c1n[nH]c2ccccc12,-6.6,-0.1,-4.1,2.4,17.0,-0.9,-7.5,-1.3,-3.1
COc1cccc(C2Nc3ccccc3NC3=C2C(=O)CC(C)(C)C3)c1OC (stereo not given),-6.0,-0.1,-2.5,-0.2,2.5,-14.3,0.1,-2.6,1.9
CC(O)CNCCOc1ccccc1-c1ccccc1 (stereo not given),3.6,-0.1,1.5,2.0,-5.6,-18.4,-4.2,2.4,-0.8
Cc1ccc(OCC(=O)Nc2ccc(N3CCOCC3)cc2)cc1,-0.3,0.0,4.2,-0.5,44.9*,0.6,-1.8,3.1,-2.6
CC(=O)Oc1ccc(-c2nc(-c3cccnc3)no2)cc1,-10.2,0.2,0.0,-0.2,10.1,-4.8,0.3,10.1,0.6
Cc1ccc2c(C)c(C(=O)NCCN3CCOC3=O)oc2c1C,-3.2,0.1,-9.8,3.3,2.4,-4.7,-1.5,-2.7,2.8
Cc1ccc(NC(=O)c2ccc3c(c2)[nH]c(=O)n3C(C)C)cc1,6.1,0.0,-2.2,0.0,9.8,-4.5,-0.9,-3.6,2.1
Cn1c(N)c(C(=O)COC(=O)/C=C/c2ccc(S(=O)(=O)N3CCOCC3)cc2)c(=O)n(C)c1=O,3.2,-0.2,-1.4,1.1,11.4,2.7,1.6,12.8,-2.6
Cn1nc(OCc2ccccc2)ccc1=O,0.0,0.1,-1.9,-0.4,-0.4,0.2,-1.5,9.6,-2.9
N#Cc1ccccc1S(=O)(=O)N1CCN(CC(O)COc2ccccc2F)CC1 (stereo not given),7.2,0.1,-2.8,-3.6,11.1,17.7,1.4,-2.8,-1.0
Cn1cnnc1Sc1ccc(/C=C/C(=O)c2ccc(O)cc2)cc1[N+](=O)[O-],0.3,-0.3,7.2,3.7,4.6,-11.3,6.4,2.3,0.7

# Compound activity as filed in PubChem.

# A portion of the library, so the mix of outcomes need not match the whole.
